GALK inhibitor = inhibitors of human galactokinase. P51570. Purified GALK, Kinase-Glo residual ATP luminescence. Potency, µM (titrated, usually from 57.5 µM), for the others: at the highest dose activity change, negative = inhibition, usual class: inhibitors. 0.007% of 270,000 active. AID 1868; also: potency is read from the fitted curve at half-maximal effect; % is scaled to controls: 0 for no effect and ±100 for the full control effect
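The enzyme phosphorylates galactose (100 uM) using ATP (35 uM); inhibition is detected as higher residual ATP, quantified by bioluminescence after 1 h reaction at room temperature, pH 8.0.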
BCR signal inh = blocks chronic active B-cell receptor signaling | 0.05% of 340,000 active | Potency, µM (titrated, usually from 46.1 µM), for inactives: top-dose ratio change, negative = lower green/red ratio, usual class: inhibitors | ABC-DLBCL IkBa-CBG/CBR reporter, luminescence ratio, 4 h; active = well fitted inhibition curve with a large enough effect in the signal ratio, with a control signal flat, not every such curve was filed as active; inconclusive = small, poorly fitted or top-dose-only effect, or effect the other way, or a change in a side signal; the % refers to the signal ratio;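 also: potency is read from the fitted curve at half-maximal effect; plate controls were basal doxycycline-induced cells for no effect and cells given 10 µM MG132 for full effect; MG132 reads +100%, hits lower the ratio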
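TMD8 ABC-DLBCL cells carrying doxycycline-inducible green luciferase fused to IkappaBalpha plus unfused red luciferase were exposed to compounds (up to 46 uM) for 4 hrs at 37C. Activity came from the overlap-corrected green/red luminescence ratio.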
Mito fusion act = mitochondrial division inhibition or fusion activation; S. cerevisiae fusion-defective mutant growth rescue, CellTiterGlo 48 h; Potency, µM (top dose mostly 46.1 µM), inactives show at the highest dose growth rescue (activation), most hits filed as activators; 0.23% of 320,000 active;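 also: potency is read from the fitted curve at half-maximal effect; % of control where 0% means no effect; nearly all actives have a fitted effect of over 45% in size; temperature-sensitive fusion mutants such as fzo1-1 at 37 °C on non-fermentable ethanol glycerol medium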
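Growth-rescue viability read-out: after 48 h at the non-permissive 37C in glycerol/ethanol YPEG, yeast mitochondrial fusion mutants are measured by CellTiterGlo luminescence; compounds (23 nl pinned per well) restoring growth score as division inhibitors or fusion activators.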
Menin-MLL TR inh = menin-MLL binding inhibition, Texas Red mutant peptide; 0.23% of 270,000 active; Menin + Texas Red MLL mutant peptide, fluorescence polarization; Potency, µM (top dose mostly 61.6 µM), without a hit: at the highest dose FP activity change, negative = inhibition, most hits filed as inhibitors; active = well fitted inhibition curve with a large enough effect in the polarisation, with a control signal flat, not every such curve was filed as active; inconclusive = small, poorly fitted or top-dose-only effect, or effect the other way, or a change in a side signal; inactive = no such curve, though single readings can be large or run the other way; the % refers to the polarisation; also: potency is read from the fitted curve at half-maximal effect; % of control where 0% means no effect; many of its hits are not listed in these tables
S-ASM inh = inhibitors of human secretory acid sphingomyelinase. placental ASM, HMU-PC fluorogenic substrate, 60 min. Potency, µM (titrated, usually from 57.5 µM), inactives show top-dose activity change, negative = inhibition, most hits filed as inhibitors. 0.006% of 340,000 active; also: potency is read from the fitted curve at half-maximal effect
Target sequence (P17405 47-631 limits assumed): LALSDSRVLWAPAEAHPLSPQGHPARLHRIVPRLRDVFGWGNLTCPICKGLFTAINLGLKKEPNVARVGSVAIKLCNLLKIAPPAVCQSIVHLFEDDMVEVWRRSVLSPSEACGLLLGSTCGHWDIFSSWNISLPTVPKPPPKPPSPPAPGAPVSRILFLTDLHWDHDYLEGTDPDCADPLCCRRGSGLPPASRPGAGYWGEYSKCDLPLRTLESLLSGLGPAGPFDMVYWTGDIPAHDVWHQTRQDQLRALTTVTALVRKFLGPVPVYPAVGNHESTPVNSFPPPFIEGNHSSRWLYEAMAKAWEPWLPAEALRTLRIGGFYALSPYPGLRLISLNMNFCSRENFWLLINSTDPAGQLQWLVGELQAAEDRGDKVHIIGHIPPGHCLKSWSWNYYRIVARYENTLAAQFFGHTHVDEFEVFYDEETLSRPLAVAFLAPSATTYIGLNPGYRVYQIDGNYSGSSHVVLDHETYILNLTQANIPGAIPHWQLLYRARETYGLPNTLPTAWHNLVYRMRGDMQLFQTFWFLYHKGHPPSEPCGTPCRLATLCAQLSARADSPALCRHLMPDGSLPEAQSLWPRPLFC
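Fluorogenic HMU-PC substrate (9 uM final) is turned over by placental ASM in 60 min at 37 C after a 10 min compound preincubation. Reaction ended by alkaline stop (pH 10), with fluorescence read at 386/447 nm.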
PKM2 act = PKM2 (human) enzyme activation | P14618 | purified PKM2, Kinase-Glo ATP luminescence, activation; response scale: 0% is enzyme alone, no compound | Potency, µM (top dose mostly 57.5 µM), for the others: top-dose activation, usual class: activators | 0.34% of 260,000 active | AID 1631; also: potency is read from the fitted curve at half-maximal effect; % is scaled to controls: 0 for no effect and ±100 for the full control effect; nearly all actives have a fitted effect of over 55% in size
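hPK-M2, >95% pure; 0.1 mM ADP / 0.5 mM PEP final; imidazole pH7.2 buffer w/ 7 mM MgCl2, 50 mM KCl; 1 h RT; Kinase-Glo lum. Intermediate enzyme activity for dual inhibitor/activator qHTS.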
Eya2 phos inh = Eya2 (human) phosphatase inhibition; recombinant Eya2, OMFP fluorescence dephosphorylation (OMFP is methylfluorescein phosphate); Potency, µM (highest dose often 76.9 µM), for the others: at the highest dose activity, negative = inhibition, actives largely listed as inhibitors; 0.006% of 330,000 active; also: potency is read from the fitted curve at half-maximal effect; % is scaled to controls: 0 for no effect and ±100 for the full control effect
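Eya2 (0.2 uM) preincubated 10 min at ambient with compound, then OMFP substrate added at 50 uM; 10 min reaction in 50 mM HEPES pH 7.5, 50 mM NaCl, 5 uM MgCl2, 0.05% BSA, 1 mM DTT. Fluorescence read at Ex 485/Em 525 nm.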
USP2a block = inhibitors of human ubiquitin-specific protease USP2a; O75604; USP2 core, Ub-CHOP2 coupled fluorogenic reporter, 485/531; Potency, µM (top dose mostly 38.3 µM), for inactives: top-dose activity change, negative = inhibition, usual class: inhibitors; 0.01% of 330,000 active; AID 463254;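 also: potency is read from the fitted curve at half-maximal effect; plate controls were DMSO wells for no effect and full inhibition by NEM control for full effect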
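USP2 core (10nM final) preincubated 30min RT with compound in 20mM Tris-HCl pH 8.0, 2mM CaCl2, 2mM beta-mercaptoethanol, 0.05% CHAPS; 25nM Ub-CHOP2 plus 25nM reporter substrate added, fluorescence (Ex485/Em531) read after 60min.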
TSHR antag = antagonists of human thyroid stimulating hormone receptor. 0.2% of 330,000 active. activity change, negative = inhibition, % at 11.5 µM. TSHR-expressing cells, TSH-stimulated cAMP HTRF, 2 h; active compounds read low. P16473;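 active = activity change below a set negative limit, meaning inhibition stronger than a set level, cut at about -70% in these data; inconclusive = activity change between two set negative limits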; also: % is scaled to controls: 0 for no effect and ±100 for the full control effect
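TSHR-expressing cells were treated with compounds, then stimulated with TSH at EC80 (4nM final) for 2 hours at 37 deg C. Cellular cAMP was measured by HTRF competition between lysate cAMP and cAMP-d2 for a cryptate-labelled anti-cAMP antibody.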
KCNH2 WT inh = blocks the wildtype human KCNH2 potassium channel | Q12809 | U2OS, BacMam KCNH2, thallium flux FluxOr; active compounds read low | activity change, % at 1.84 µM | 0.37% of 340,000 active;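 active = maximum activity change below -70%; inconclusive = maximum activity change between -70% and -50%; inactive = maximum activity change above -50%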; also: % is scaled to controls: 0 for no effect and ±100 for the full control effect
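U2OS cells transduced with wild-type KCNH2 virus are loaded with FluxOr dye for 45 min, and thallium flux is measured in kinetic reads before and after stimulation buffer. Rate constants are normalized to DMSO controls.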
MBNL1-CUG inh = inhibitors of human MBNL1 binding to CUG repeat RNA; TR-FRET MBNL1-His/biotin-(CUG)12 binding, 665/545 ratio; Potency, µM (top dose mostly 57.5 µM), for the others: at the highest dose activity change, negative = inhibition, most hits filed as inhibitors; 0.036% of 280,000 active; AID 2675; active = well fitted inhibition curve with a large enough effect in the signal ratio, with a control signal flat, not every such curve was filed as active; inconclusive = small, poorly fitted or top-dose-only effect, or effect the other way, or a change in a side signal; inactive = no such curve, though single readings can be large or run the other way; the % refers to the signal ratio; also: potency is read from the fitted curve at half-maximal effect; % is scaled to controls: 0 for no effect and ±100 for the full control effect
Target sequence (Q9NR56 whole entry, looked up): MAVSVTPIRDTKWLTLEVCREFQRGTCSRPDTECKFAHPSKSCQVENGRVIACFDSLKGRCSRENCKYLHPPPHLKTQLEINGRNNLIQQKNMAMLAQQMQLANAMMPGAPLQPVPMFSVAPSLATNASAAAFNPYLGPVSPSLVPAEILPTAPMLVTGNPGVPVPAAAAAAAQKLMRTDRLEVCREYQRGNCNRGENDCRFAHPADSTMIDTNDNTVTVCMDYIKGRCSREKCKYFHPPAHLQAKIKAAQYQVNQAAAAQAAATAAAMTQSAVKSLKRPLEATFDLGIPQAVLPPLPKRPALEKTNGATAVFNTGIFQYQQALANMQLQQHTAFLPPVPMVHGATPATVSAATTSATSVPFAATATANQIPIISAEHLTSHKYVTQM
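Compound titration spanned 92 nM–58 uM against the MBNL1-His/biotin-(CUG)12 complex. After 60 min at room temperature with 5 nM streptavidin-XL665 and 0.055 ng/ul terbium anti-His, ratiometric 665/545 nm emission (Ex 340 nm) normalized to controls.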
Active calls of the source: *; ? = inconclusive; . = no result given; [ ] = remark or other dose. Unless noted, calls follow the shape of the dose curve; as a rule, active = well fitted curve in the direction sought with a large enough effect; inconclusive = small, poorly fitted or top-dose-only effect, or another doubt; inactive = no such curve, though single readings can be large; an effect the other way counts as inactive or inconclusive. A portion of the library. The share of hits here may be higher or lower than overall.

SMILES	GALK inhibitor	BCR signal inh	Mito fusion act	Menin-MLL TR inh	S-ASM inh	PKM2 act	Eya2 phos inh	USP2a block	TSHR antag	KCNH2 WT inh	MBNL1-CUG inh
Cc1ccc(N(CC(=O)NCC2CCCO2)C(=O)CNS(=O)(=O)c2ccc(Cl)cc2)cc1 (stereo not drawn)	0.2%	1.8%	-1.1%	.	17.7%	.	-21.0%	1.7%	1.2	-7.2	-5.0%
CCOc1ccc(CCNC(=O)CCc2nnc3ccc(N4CCCC4)nn23)cc1OCC	.	-11.0%	-1.2%	-12.6%	-0.6%	3.9%	7.9%	-3.5%	-4.7	0.8	13.4%
NCCc1nnc(SCc2c(Cl)cccc2Cl)o1	-0.6%	-0.4%	-0.9%	.	-4.8%	-8.3%	8.2%	0.4%	1.2	-3.4	.
Cc1ccc(NS(=O)(=O)c2c(C)nc3sccn3c2=O)cc1C	.	-25.9%	3.3%	8.0%	-1.0%	4.47µM*	-4.9%	0.8%	8.5	21.8	-5.4%
CCOC(=O)C1=C(c2ccccc2)NC(SC)=C(C#N)C1c1ccco1 (stereo not drawn)	-0.8%	?	16.1%	4.3%	-9.0%	2.0%	-25.7%	0.9%	-7.9	3.7	2.7%
CC(C)N1CC(O)=C(c2ccccc2)C1=N	5.1%	?	-1.5%	5.3%	7.8%	-4.7%	-11.1%	0.0%	-7.0	-1.3	2.2%
O=C(Cn1nc(-c2ccc(Cl)cc2)ccc1=O)NCCCN1CCN(Cc2ccccc2)CC1	0.5%	11.1%	-3.9%	-16.9%	-2.2%	0.2%	-15.4%	-0.6%	18.2	52.0	?
O=C(Nc1ccc2c(c1)OCO2)c1ccc(=O)[nH]n1	0.0%	-11.0%	2.3%	.	-0.9%	4.9%	-3.3%	0.0%	1.9	-1.2	3.4%
COc1ccc(CCNC(=O)C2CCN(C(=O)c3ccc(C(C)(C)C)cc3)CC2)cc1OC	-2.6%	-0.8%	-0.9%	-10.0%	3.2%	0.8%	10.2%	1.7%	-9.1	16.3	-0.6%
CC(Oc1cc(Cl)ccc1Cl)C(=O)N/N=C\c1ccnn1C (stereo not drawn)	2.1%	0.6%	0.6%	-4.9%	-2.5%	2.6%	-2.2%	1.0%	9.4	-10.9	3.0%
O=C(NCCOc1ccccc1)C(c1ccccc1)c1ccccc1	-1.1%	.	0.6%	6.3%	-0.7%	0.7%	-5.0%	-1.6%	-5.5	-8.4	0.3%
O=C1N=C(N2CCN(c3ccccc3)CC2)S/C1=C/c1cccs1	3.9%	?	?	0.1%	-17.6%	7.5%	-14.5%	-0.3%	-16.4	-7.2	38.9%[activator]
O=C(CNS(=O)(=O)c1cccs1)N1CCCCC1	1.4%	0.7%	0.9%	19.5%	0.8%	-1.0%	-7.8%	1.4%	5.6	4.2	-4.3%
OCCOCCOc1cccc2[nH]ccc12	15.6%	0.6%	1.9%	-15.1%	3.9%	-0.6%	6.2%	1.9%	-8.6	0.8	-2.5%
CCOc1ccc(CN=C(N)N=C(N)N)cc1Cl	-1.9%	-2.0%	-2.4%	-6.5%	-0.6%	-6.9%	-18.0%	0.7%	0.2	1.6	-8.5%
Cn1c(=S)[nH]c(=O)c2ncc(=O)[nH]c21	-0.8%	?	8.2%	?	0.9%	-1.9%	4.5%	0.6%	15.1	-12.6	-5.1%
O=C(CSc1ncccn1)NN=C1CCCCCC1	-0.9%	-2.6%	-3.7%	0.9%	2.2%	-7.0%	-8.6%	4.7%	4.5	-7.5	?
CNC(=O)C12CC3CC(CC(Cl)(C3)C1)C2	-0.6%	-7.3%	-10.2%	-6.2%	4.0%	1.6%	-0.9%	4.6%	5.8	-9.2	-14.0%
COc1cccc(/C=N/NC(=O)C(=O)NCc2ccco2)c1O	3.1%	5.8%	0.9%	-4.0%	4.1%	-0.8%	-5.6%	2.2%	-3.4	-15.1	-13.4%
COc1cc(OC)c(NC(=O)CCNS(=O)(=O)c2cc(Br)cnc2N)cc1Cl	-3.6%	2.4%	2.8%	2.1%	-1.8%	11.1%	6.5%	0.0%	-8.4	1.4	-3.9%
CC(Sc1cccc[n+]1[O-])C(=O)Nc1ccc([N+](=O)[O-])cc1Cl (stereo not drawn)	8.2%	?	-1.0%	-1.6%	2.0%	-11.5%	-4.9%	1.0%	22.1	-1.7	?
COCCCn1c(SCC(=O)N2CCOCC2)nnc1-c1ccco1	-3.4%	2.5%	-2.7%	5.6%	-1.7%	.	-5.8%	0.9%	-1.6	1.5	0.5%
CC(C)COC(=O)C1C(=O)CC(C)(O)C(C(=O)OCC(C)C)C1c1cccnc1 (stereo not drawn)	-0.4%	4.0%	1.4%	-18.1%	4.4%	-11.3%	-13.7%	-1.4%	-38.9	3.1	1.1%
O=C(C(=O)N1CCc2ccccc2C1)c1cn(CC(=O)N2CCOCC2)c2ccccc12	0.3%	1.6%	8.0%	-8.6%	-1.6%	-14.1%	-4.6%	-1.3%	24.4	-2.8	-20.4%
COc1ccccc1NC(=O)NC(=O)c1ccccc1	4.7%	?	-1.4%	-4.8%	-2.3%	-8.7%[11.5 µM]	0.2%	1.4%	-7.0	-6.8	-6.2%
SMILES	GALK inhibitor	BCR signal inh	Mito fusion act	Menin-MLL TR inh	S-ASM inh	PKM2 act	Eya2 phos inh	USP2a block	TSHR antag	KCNH2 WT inh	MBNL1-CUG inh
CCc1nc(N)c(C#N)c(-c2cccc3ccccc23)c1C	-3.3%	1.5%	-2.1%	-0.1%	1.0%	-3.2%	6.7%	2.1%	-8.0	-14.7	16.4%
COc1ccc(NC(=O)CCCn2c(=O)c3sccc3n(Cc3cccc(C)c3)c2=O)cc1	1.1%	14.6%	2.6%	10.5%	-5.0%	-3.6%	-1.9%	5.6%	-5.8	8.4	-16.8%
O=C(CN(Cc1ccco1)C(=O)c1nsc(Cl)c1Cl)NC1CCCCC1	-0.8%	8.6%	0.6%	-14.1%	-1.6%	-0.8%	12.8%	-1.0%	-14.2	-3.5	-2.4%
CCN(CC)C(=O)c1sc(NC(=O)Cc2ccccc2)c(C#N)c1C	-0.3%	-13.7%	-2.0%	0.1%	-1.8%	-1.5%	-13.6%	4.7%	-17.0	-9.5	-17.2%
COc1ccc(-c2ccc3c(c2)S(=O)(=O)c2cccc(C(=O)NCc4cc(C)oc4C(F)(F)F)c2C3=O)cc1OC	.	0.8%	.	.	-5.8%	.	0.6%	1.3%	-2.9	-11.4	.
COc1ccc(NS(=O)(=O)c2ccc(C)c(C(=O)NNC(=O)c3csc(N4CCOCC4)n3)c2)cc1	.	-3.3%	-6.1%	.	-4.8%	.	-2.3%	3.1%	3.9	-14.0	.
Cc1occc1C(=O)Nc1ccc2c(c1)OCCO2	9.3%	?	-3.8%	-6.1%	-1.8%	-52.5%	-10.2%	2.1%	12.4	4.1	0.4%
COc1ccc(C2(c3ccc(OC)cc3)NC(=O)N(CC(=O)N3CCOCC3)C2=O)cc1	.	3.1%	0.4%	.	-2.0%	.	-21.0%	2.4%	-1.7	1.4	.
CCCN(CCC)Cc1c(C(=O)N/N=C/CCc2ccccc2)nnn1-c1nonc1N	0.2%	3.3%	-2.6%	-7.1%	-18.7%	-0.9%	-23.7%	-2.2%	-18.5	6.9	-9.4%
C=CCOc1cccc(C2C(C(=O)c3cc4ccccc4o3)=C(O)C(=O)N2c2cc(C)on2)c1 (stereo not drawn)	2.7%	-0.7%	16.2%	?	10.9%	-1.6%[0.46 µM]	5.8%	1.8%	-6.3	15.3	105.1%[activator]
O=C(NCCCNCc1ccccc1)c1ccc(/C=N/O)nc1	3.0%	-3.2%	4.0%	1.1%	4.4%	-0.2%	22.4%	2.5%	15.9	8.2	4.6%
N#CCn1c(Cc2ccccc2)nc2ccccc2c1=O	-1.7%	1.3%	-1.3%	0.4%	3.7%	-6.6%	-17.9%	1.5%	8.9	0.8	2.8%
Cc1nn(CC(=O)NCc2ccccc2)c(C)c1[N+](=O)[O-]	5.2%	2.1%	2.8%	-16.1%	2.2%	-3.3%	-2.6%	1.3%	19.4	7.3	-8.0%
CCOc1cccc(SCc2noc(C(=O)NC(C)C)c2C(=O)O)c1	-6.5%	?	6.3%	28.4%	0.1%	0.5%	-15.7%	-0.1%	-4.3	4.8	-8.9%

Compound activity: PubChem BioAssay, National Center for Advancing Translational Sciences (NCATS)
